RGS4 inh: human RGS4 inhibition | P49798 | Transcreener GDP fluorescence polarization, RGS4-accelerated GTP hydrolysis | Potency, µM (top dose mostly 114 µM), for the others: at the highest dose activity change, negative = inhibition, usual class: inhibitors | actives 0.039% (n = 390,000); also: potency is read from the fitted curve at half-maximal effect; % is scaled to controls: 0 for no effect and ±100 for the full control effect; nearly all actives have a fitted effect of over 75% in size; some results filed as inactive show a strong effect at the top dose
Target sequence (P49798 whole entry, looked up): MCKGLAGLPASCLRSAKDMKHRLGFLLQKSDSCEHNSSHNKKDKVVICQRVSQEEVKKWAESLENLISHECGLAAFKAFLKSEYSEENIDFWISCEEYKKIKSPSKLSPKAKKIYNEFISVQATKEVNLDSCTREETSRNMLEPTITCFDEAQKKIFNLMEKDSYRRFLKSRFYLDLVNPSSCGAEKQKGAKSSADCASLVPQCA
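MLSMR compounds (23 nl, pin-transferred) preincubated 10 min at room temperature with a 500nM (2x) first reagent, then RGS4 at 900nM (2x) plus Transcreener GDP mix added; fluorescence polarization (620/688 nm) read before and after 90 min at 30 °C.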
ERG Ets-DNA blk: inhibitors of human ERG Ets domain-DNA interaction | P11308 | fluorescence polarization, His-ERG Ets domain / labelled DNA | Potency, µM (highest dose often 76.9 µM), for the others: at the top dose FP activity, negative = inhibition, usual class: inhibitors | actives 0.028% (n = 370,000) | AID 624246; active = well fitted inhibition curve with a large enough effect in the polarisation, with a control signal flat; inconclusive = small, poorly fitted or top-dose-only effect, or effect the other way, or a change in a side signal; inactive = no such curve, though single readings can be large or run the other way; the % refers to the polarisation;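 also: polarization taken with two DNA probes labelled with fluorescein and Texas red; potency is read from the fitted curve at half-maximal effect; % of control where 0% means no effect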
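His-tagged ERG Ets domain (1 uM in the protein solution; 300mM KCl, 50mM Tris-HCl, 1mM EDTA, 1mM DTT, pH 7.5) received compound, then a probe mix of 5 nM fluorescein-DNA and 100nM Texas-615-DNA. Fluorescence polarization was read for both dyes.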
Vif-A3F inh: inhibitors of Vif-A3F interaction; actives 0.2% (n = 390,000); Potency, µM (doses to about 46.1 µM), inactives show at the highest dose activity, negative = active; HeLa A3F-eYFP + Vif (tagged APOBEC3F with the HIV-1 protein that degrades it), YFP fluorescence increase; also: potency is read from the fitted curve at half-maximal effect; % of control where 0% means no effect; nearly all actives have a fitted effect of over 65% in size
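Fluorescence increase (Ex 488/Em 500-530) after overnight compound treatment at 37 deg C flags inhibition of Vif-driven A3F-eYFP loss in stable HeLa A3F-eYFP/Vif cells seeded overnight beforehand.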
D2 antagonist: antagonists of human D2 dopamine receptor; P14416; HEK293 TREx D2 cells, calcium flux, dopamine EC80; inhibition, % at 10 µM; actives 2% (n = 340,000); AID 485344; in the data active = inhibition above about 30%; also: 0% is about no effect
Target sequence (P14416 whole entry, looked up): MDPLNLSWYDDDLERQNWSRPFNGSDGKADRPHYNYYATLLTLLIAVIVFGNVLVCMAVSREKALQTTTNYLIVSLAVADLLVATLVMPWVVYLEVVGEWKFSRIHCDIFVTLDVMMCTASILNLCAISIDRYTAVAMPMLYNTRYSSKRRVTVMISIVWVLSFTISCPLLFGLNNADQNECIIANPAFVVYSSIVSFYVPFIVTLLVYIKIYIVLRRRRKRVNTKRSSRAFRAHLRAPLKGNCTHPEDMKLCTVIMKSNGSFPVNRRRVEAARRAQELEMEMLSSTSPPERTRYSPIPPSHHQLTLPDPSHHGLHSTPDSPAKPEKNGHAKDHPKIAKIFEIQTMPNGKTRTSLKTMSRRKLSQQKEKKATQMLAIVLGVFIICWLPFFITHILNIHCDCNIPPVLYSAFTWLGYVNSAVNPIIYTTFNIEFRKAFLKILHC
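Measurement of antagonist activity uses fluorescent calcium dye in inducible HEK293 T-REx D2 cells: 10 s baseline, compound addition with 180 s read, EC80 dopamine addition with a further 180 s read.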
D2 agonist: agonists of human D2 dopamine receptor | P14416 | HEK293 T-REx D2 cells, calcium flux agonist mode | activation, % at 2 µM | actives 0.53% (n = 340,000);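 active = activation over 3 SD above normal in the single-dose calcium agonist read, cut at about 30% in these data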; also: 0% is about no effect
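Calcium-flux readout, 1 cycle/sec over 180 s following compound pin transfer, in inducible HEK293 Trex D2 cells (force-coupled); dopamine controls included. Positive calcium responses during this window marked compounds as potential agonists.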
LDHA inh: blocks human lactate dehydrogenase A | P00338 | purified LDHA, NADH/diaphorase-resazurin fluorescence; active compounds read low | activity change, % (values are at about 110 or 230 µM) | actives 0.15% (n = 480,000) | AID 1347041; in the data active = activity change below about -30%; inconclusive = mostly about -25% to -30%;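 also: plate controls were DMSO wells for no effect and wells without enzyme for full effect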
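Human LDH5 at 2 nM final in Tris HCl pH 7.4 with 0.06 mM NADH and 0.2 mM pyruvate, reacted 5 minutes at room temperature. Remaining NADH coupled via diaphorase/resazurin; resorufin fluorescence read at 0 and 20 minutes, normalized to enzyme-free and DMSO wells.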
12-LOX inh: ALOX12 (human) lipoxygenase inhibition; P18054; purified 12hLO, xylenol orange hydroperoxide absorbance; Potency, µM (doses to about 108 µM), inactives show at the top dose activity change, negative = inhibition, most hits filed as inhibitors; actives 1.1% (n = 580,000); AID 1671190; also: potency is read from the fitted curve at half-maximal effect; % is scaled to controls: 0 for no effect and ±100 for the full control effect
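Hydroperoxide product was detected by ferrous iron/xylenol orange as the 573 to 405 nm absorbance ratio. Arachidonic acid at 40 uM (final) was turned over for 30 min at room temperature by 150 nM human 12hLO, pH 7.0 Hepes buffer, after 15 min compound preincubation.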
Glioma ERSR ind: induces the endoplasmic reticulum stress response in human glioma cells | U87-MG GRP78 promoter luciferase reporter, 16 h | Potency, µM, for the others: at the top dose activation, actives largely listed as activators | actives 0.02% (n = 420,000) | AID 602332; also: potency is read from the fitted curve at half-maximal effect; series mostly up to about 76 µM; % of control where 0% means no effect; nearly all actives have a fitted effect of over 35% in size
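ERSR induction read as luciferase luminescence (Bright-Glo, 10 min at room temperature) in stably transfected human U87-MG glioma cells exposed to compounds for 16 h, using GRP78 as sensor.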
Vif-A3G inh: Vif-A3G binding inhibition; HeLa A3G-eYFP + Vif (tagged APOBEC3G with the HIV-1 protein that degrades it), YFP fluorescence, overnight; actives 0.076% (n = 410,000); Potency, µM (series often up to 46.1 µM), inactives show at the top dose activity, negative = active, hits mostly inhibitors;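 also: potency is read from the fitted curve at half-maximal effect; % is scaled to controls: 0 for no effect and ±100 for the full control effect; nearly all actives have a fitted effect of over 60% in size; hits raise eYFP signal because A3G escapes Vif-driven loss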
Target sequence (Q9HC16 whole entry, looked up): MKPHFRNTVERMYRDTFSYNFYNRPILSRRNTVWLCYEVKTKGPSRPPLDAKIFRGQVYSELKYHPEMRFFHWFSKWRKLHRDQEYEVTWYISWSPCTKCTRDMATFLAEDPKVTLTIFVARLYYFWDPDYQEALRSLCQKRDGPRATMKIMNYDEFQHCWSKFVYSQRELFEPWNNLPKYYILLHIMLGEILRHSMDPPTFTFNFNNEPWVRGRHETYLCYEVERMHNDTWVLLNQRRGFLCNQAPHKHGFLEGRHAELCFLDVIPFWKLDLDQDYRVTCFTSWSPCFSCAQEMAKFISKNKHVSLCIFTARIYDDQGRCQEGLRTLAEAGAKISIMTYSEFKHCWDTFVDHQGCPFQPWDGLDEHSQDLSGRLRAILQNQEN
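Read-out is eYFP fluorescence (Ex 488/Em 500-530) from Vif-expressing HeLa A3G-eYFP cells; more signal means A3G escaped Vif-mediated degradation. Cells plated overnight, compound pinned in, incubated overnight at 37 deg C.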
* marks the source's active call; other numbers are inactive results; ? = inconclusive; . = not tested or not shown; [ ] = remark or other dose. Unless noted, calls follow the shape of the dose curve; as a rule, active = well fitted curve in the direction sought with a large enough effect; inconclusive = small, poorly fitted or top-dose-only effect, or another doubt; inactive = no such curve, though single readings can be large; an effect the other way counts as inactive or inconclusive. The list is partial, so the mix of outcomes need not match the whole.

SMILES | RGS4 inh | ERG Ets-DNA blk | Vif-A3F inh | D2 antagonist | D2 agonist | LDHA inh | 12-LOX inh | Glioma ERSR ind | Vif-A3G inh
CCOc1cc(N2CCOCC2)c(OCC)cc1NC(=O)CN1C(=O)C2CC=CCC2C1=O (centres undefined) | 22% | 2% | -3% | 0 | 0.2 | 3 | -13% | 1% | 0%
O=C(OCC(=O)N1CCN(C(=O)c2ccco2)CC1)c1cncc(Br)c1 | -21% | 6% | 0% | -33 | -0.2 | -1 | 10% | -5% | 0%
COc1ccc2c(c1OC)C(=O)N1C(C(=O)O)Cc3c([nH]c4ccccc34)C21 (centres undefined) | -26% | -2% | 2% | -14 | -0.3 | 3 | ? | -3% | 1%
CC1=C(C(=O)OCc2ccccc2)C(/C=C/c2ccccc2)N2C(=O)CCSC2=N1 (centres undefined) | -39% | 6% | 2% | -2 | 0.3 | -1 | ? | -4% | -1%
CCCNS(=O)(=O)c1cc2c(cc1Br)CCN2C(=O)CC | -1% | -3% | ? | . | . | 1 | 12% | -2% | 2%
Cc1ccc(N/N=C2/CCCNC2=O)cc1 | 11% | 6% | 0% | -18 | 0.8 | 13 | ? | 2% | -4%
O=C(CCNS(=O)(=O)c1ccc(OC(F)(F)F)cc1)N1CCCC1 | -2% | 6% | -2% | -17 | 0.2 | -2 | -8% | -3% | -4%
CSCC[C@H](NC(=O)NCCc1ccc(F)cc1)C(=O)O | 21% | -7% | 0% | 4 | 0.1 | -11 | -2% | -3% | 0%
Cc1nnc(SCC(=O)N2c3ccccc3C(C)(c3ccc(Cl)cc3)CC2(C)C)s1 (centres undefined) | 13% | 3% | 0% | 10 | -1.6 | 1 | 3% | -6% | -18%
CCOC(=O)C1CCCN(CC(=O)NC2CC2)C1 (centres undefined) | 18% | -14% | -8% | 5 | -0.2 | -23 | ? | -3% | 0%
O=C(Cn1[nH]c(=O)c2ccccc2c1=O)OCC(=O)c1ccccc1 | -3% | -1% | -10% | -11 | 0.0 | -2 | -42% | -4% | -8%
CNS(=O)(=O)c1cn(CC(=O)Nc2ccc(OC)c(Cl)c2)cc1S(=O)(=O)NC | 4% | 6% | 5% | . | . | -7 | -12% | -2% | 0%
Cc1nnc(NC(=O)CCNC(=O)c2ccccc2Cl)s1 | -11% | -3% | 2% | 0 | -2.2 | -4 | -10% | 1% | 4%
COc1ccc(CNC(=O)C(Cc2ccccc2)NS(=O)(=O)c2ccc3c(c2)CCN3C(C)=O)cc1 (centres undefined) | 11% | -19% | 0% | . | 0.0 | -9 | -1% | -4% | -1%
CCOC(=O)CSc1nc(C)c(Oc2ccc(Cl)cc2Cl)c(=O)[nH]1 | 18% | -1% | -4% | -8 | -0.8 | -3 | -27% | -7% | -4%
COc1cc2c(cc1OC)C1Cc3ccc(OC)c(OC)c3C[N+]1([O-])CC2 (centres undefined) | -14% | 1% | 7% | 25 | 0.5 | 1 | -3% | -5% | -3%
COc1ccc(NC(=O)NC[C@@H]2CC[C@@H](Cc3ccc(-c4ccccc4)cc3)O2)cc1 | -13% | 8% | 1% | . | . | -4 | 12% | 5% | -10%
O=C1c2ccccc2C(=Cc2cccnc2)c2ccccc21 | . | . | -6% | . | . | 6 | -25% | -4% | -11%
COc1ccc(C2C3=C(CC(C)(C)CC3=O)N(CCN3CCOCC3)C3=C2C(=O)CC(C)(C)C3)cc1 | 5% | -5% | 4% | 4 | -0.3 | -3 | -6% | -4% | 1%
CCOC(=O)/C(C#N)=C/c1cc(C)n(-c2ccc(C)cc2)c1C | 3% | -9% | -8% | 0 | 0.1 | -6 | -15% | 7% | 2%
O=C(c1cnn(-c2ccc(F)cc2)c1-n1cccc1)N1CCN(c2ccc(Cl)cc2)CC1 | -13% | 3% | -4% | . | -0.8 | -5 | -24% | -1% | 0%
COCC(C)NC(=O)/C=C/c1ccc(OC)cc1 (centres undefined) | -18% | 0% | 2% | 10 | 0.0 | -1 | -3% | 2% | 2%
Cc1cc(NC(=O)NC(=O)c2ccccc2)no1 | 32% | 1% | 0% | -5 | 0.9 | -8 | 7% | 3% | -9%
COc1ccc(-c2nc(NC(C)=O)sc2-c2ccccc2)cc1 | -25% | 2% | 7% | -5 | 0.2 | -2 | 0% | 1% | 8%
CCOc1ccc(S(=O)(=O)NNC(=O)c2cc3ccccc3o2)cc1 | -25% | 6% | -1% | -15 | -0.6 | 1 | -26% | -3% | 1%
Cc1nn(-c2ccccc2Cl)c2sc(C(=O)Nc3nnc(C4CC4)s3)cc12 | 10% | -5% | 2% | 2 | -0.2 | -7 | 0% | -2% | 0%
O=C1CC(NCc2cccs2)C(=O)N1c1ccc(Cl)cc1 (centres undefined) | -20% | -2% | 1% | 4 | -0.1 | -6 | ? | -4% | 0%
COc1ccc([N+](=O)[O-])cc1NC1C2CC3CC(C2)CC1C3 (centres undefined) | -19% | -3% | 3% | -13 | -0.2 | 3 | 13% | -2% | 2%
Cc1ccccc1Cn1cc(NC(=O)CSc2nc3c(c(C(F)(F)F)n2)CCc2ccccc2-3)cn1 | -5% | -3% | -1% | . | . | -8 | -1% | -4% | 1%
CC(C)NC(=O)c1nn2c(C(F)(F)F)cc(-c3ccco3)nc2c1Cl | -10% | 12% | 7% | -2 | -0.3 | -1 | -26% | 0% | 9%

3 records drawn at random from the list so far, as already listed:
SMILES | RGS4 inh | ERG Ets-DNA blk | Vif-A3F inh | D2 antagonist | D2 agonist | LDHA inh | 12-LOX inh | Glioma ERSR ind | Vif-A3G inh
COc1ccc(C2C3=C(CC(C)(C)CC3=O)N(CCN3CCOCC3)C3=C2C(=O)CC(C)(C)C3)cc1 | 5% | -5% | 4% | 4 | -0.3 | -3 | -6% | -4% | 1%
COc1ccc(NC(=O)NC[C@@H]2CC[C@@H](Cc3ccc(-c4ccccc4)cc3)O2)cc1 | -13% | 8% | 1% | . | . | -4 | 12% | 5% | -10%
Cc1ccccc1Cn1cc(NC(=O)CSc2nc3c(c(C(F)(F)F)n2)CCc2ccccc2-3)cn1 | -5% | -3% | -1% | . | . | -8 | -1% | -4% | 1%

Later entries.
SMILES | RGS4 inh | ERG Ets-DNA blk | Vif-A3F inh | D2 antagonist | D2 agonist | LDHA inh | 12-LOX inh | Glioma ERSR ind | Vif-A3G inh
COc1ccc(NC(=O)CSc2nnc(C3CC3)n2C)cc1S(=O)(=O)N1CCOCC1 | ? | -5% | 3% | 4 | 0.0 | -2 | 9% | -2% | 3%
CC(C)(CNC(=O)CCC1CCCC1)CNC(=O)CCC1CCCC1 | -24% | -2% | 0% | -2 | -0.4 | 0 | -28% | -1% | 7%
CCc1ccccc1N(C)S(=O)(=O)c1ccc2c(c1)C(C)(C)C(=O)N2C | -28% | 0% | -4% | . | -1.3 | 9 | -14% | -1% | -2%
Cc1ccc(COc2ccc(/C=N/NC(=O)CN3CCCCC3)cc2)cc1 | 9% | 4% | 8% | 15 | 0.8 | -8 | -13% | 1% | 1%
Cc1oc(-c2ccccc2)nc1CS(=O)CC(=O)O (centres undefined) | -28% | 8% | 0% | -6 | 1.2 | -5 | 4%[57.4 µM] | -3% | 1%
COc1ccc(-n2cc(CN[C@H]3CCCCNC3=O)c(-c3cccc(F)c3)n2)cc1 | -26% | -7% | -2% | 12 | 0.4 | 1 | -2% | 2% | 1%
COc1ccc(CC2S/C(=C(\C#N)C(=O)NCc3ccco3)N(c3ccc(C)cc3)C2=O)cc1 (centres undefined) | ? | 15% | 4% | 2 | 1.8 | -1 | 0% | 4% | -8%
C/C(=N\Nc1nc(-c2cc(C)ccc2C)cs1)c1cc2ccccc2oc1=O | 11% | 5% | -18% | -9 | 0.1 | -5 | -15% | -4% | -1%
O=C(NC1CCCCCCC1)c1ccc(Br)o1 | -14% | -16% | -2% | -4 | 0.2 | -1 | ? | 1% | -1%
COc1ccc(OC)c(NC(=O)c2nnn(CC(=O)Nc3ccc4c(c3)OCO4)c2N)c1 | -14% | -6% | 4% | 19 | 0.5 | 1 | . | 2% | 0%
Cc1ccc(CN2CCN(/N=C/c3cc(Br)ccc3O)CC2)cc1 | -32% | 0% | -9% | 2 | -0.3 | 1 | 3% | -3% | 1%
Cc1[nH]c(C)c(S(=O)(=O)N(C)Cc2ccccc2)c1C(=O)N1CCCC1 | 14% | -17% | 2% | 6 | 0.8 | -2 | 16% | 0% | 0%
Cc1nnc(NC(=O)CSc2nc3c([nH]c4ccccc43)c(=O)n2-c2cccc(Cl)c2)s1 | -9% | -4% | -18% | . | 0.8 | -13 | -3% | 0% | -4%
NNC(=O)c1cc2c(s1)CCCCCC2 | -28% | 0% | -20% | 0 | 1.9 | -5 | 7% | 5% | ?
COC(=O)c1cc(Nc2cc(C)nc3ncnn23)cc(C(=O)OC)c1 | -6% | 2% | 0% | -22 | -0.4 | 0 | -68% | -5% | 1%
COc1ccc(-c2cn3c(n2)sc2cc(C(=O)NCCCN4CCN(C)CC4)ccc23)cc1 | 18% | 0% | -8% | . | -0.5 | -6 | ? | 0% | 7%
CC1(Oc2cnc(Cl)c3ccccc23)CCN(Cc2ccc(-c3ccccn3)cc2)C1 (centres undefined) | . | . | . | . | . | 0 | ? | -1% | -5%
O=C1CSC(c2ccccc2)N1CC12CC3CC(CC(O)(C3)C1)C2 (centres undefined) | -1%[56.9 µM] | 8% | 4% | 37* | 0.4 | -11 | 2% | -7% | 1%
Cc1cccc(OCCC(=O)NNC(=O)c2ccoc2C)c1 | 9% | 1% | -1% | . | . | -6 | 19% | -2% | 2%
